HCV inhibitor: blocks hepatitis C virus; Potency, µM (top dose mostly 41.8 µM), inactives show at the highest dose activity change, negative = inhibition, actives largely listed as inhibitors; Huh7.5.1 HCVcc-Cre infection, luciferase reporter, 44 h; actives 3.4% (n = 340,000); also: potency is read from the fitted curve at half-maximal effect
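1,000 cells/well; 4 h culture; + compound; + HCVcc-Cre (~0.5 moi); 44 h; luciferase substrate, RT 15 min; read 15 sec.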
Giardia FBPA inh: blocks Giardia fructose-bisphosphate aldolase activity. A8B2U2. purified Giardia FBPA. Potency, µM (titrated, usually from 59.6 µM), without a hit: top-dose activity, negative = inhibition, hits mostly inhibitors. actives 0.71% (n = 290,000). AID 2451; also: potency is read from the fitted curve at half-maximal effect; nearly all actives have a fitted effect of over 55% in size
Target sequence (A8B2U2 whole entry, looked up): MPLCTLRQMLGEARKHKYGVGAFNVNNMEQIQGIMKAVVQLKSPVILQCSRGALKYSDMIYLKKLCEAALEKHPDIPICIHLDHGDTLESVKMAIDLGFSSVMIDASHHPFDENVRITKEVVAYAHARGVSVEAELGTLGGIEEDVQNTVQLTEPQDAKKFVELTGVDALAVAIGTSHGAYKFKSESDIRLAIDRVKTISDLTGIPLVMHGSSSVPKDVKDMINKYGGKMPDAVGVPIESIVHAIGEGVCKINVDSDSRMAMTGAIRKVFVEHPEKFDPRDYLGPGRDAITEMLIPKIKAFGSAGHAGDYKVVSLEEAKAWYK
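40 nM FBPA preincubated 10 min at RT with compound (up to 57.5 uM final), then substrate plus GAPDH/TPI/NAD/arsenate coupling and diaphorase/resazurin added. Fluorescence read after 20 min at RT, 525/598 nm.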
AMA1-RON2 inh: disrupts binding of P. falciparum AMA1 to RON2. AlphaScreen AMA1-biotinylated RON2 peptide binding. Potency, µM (top dose mostly 58.2 µM), for inactives: at the highest dose activity change, negative = inhibition, hits mostly inhibitors. actives 0.2% (n = 360,000);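 also: potency is read from the fitted curve at half-maximal effect; 0% = vehicle wells and -100% = peptide control; nearly all actives have a fitted effect of over 45% in size; some results filed as inactive show a strong effect at the top dose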
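AMA1 (3D7) with his tag at 25 nM final met compounds first, then biotinylated RON2 peptide at 25 nM; detection used donor plus acceptor beads, 10 µg/mL apiece, read by AlphaScreen after 30 min at room temperature.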
HCMV antiviral: inhibitors of human cytomegalovirus; HFF cells, HCMV-luciferase reporter, 72 h; hits give low values; activity change, negative = inhibition, % at 57.5 µM; actives 4.5% (n = 410,000); in the data active = activity change below about -60%; inconclusive = no clear call, values can overlap the other calls; inactive = above about -39%
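Screen run at 2 compound doses on HFFs infected with reporter HCMV, MOI 1 PFU/cell. Luciferase activity from cell lysates at 72 h post infection gave inhibition relative to buffer-only and Salinomycin wells.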
Sm TGR block: blocks Schistosoma mansoni thioredoxin glutathione reductase. Potency, µM (doses to about 114 µM), for the others: at the top dose activity change, negative = inhibition, most hits filed as inhibitors. purified TGR, DTNB reduction, TNB absorbance 405 nm. actives 3% (n = 360,000). AID 485364. Q962Y6; also: potency is read from the fitted curve at half-maximal effect; nearly all actives have a fitted effect of over 60% in size
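TGR 20 nM + NADPH 100 uM (dispensed conc.), cpd preinc 15 min RT; start with NADPH (500 uM addition) then DTNB (15 mM addition). Kinetic TNB absorbance, 405 nm filter. Four-parameter Hill fit across titration.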
AmpC inh detg: blocks E. coli AmpC beta-lactamase in detergent assay. AmpC hydrolysis of nitrocefin, absorbance 480 nm, 0.01% Triton. Potency, µM (highest dose often 114 µM), for the others: top-dose activity change, negative = inhibition, usual class: inhibitors. actives 0.041% (n = 370,000). AID 485294;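 also: potency is read from the fitted curve at half-maximal effect; 0% = no-compound wells and -100% = no-enzyme wells; nearly all actives have a fitted effect of over 25% in size; some results filed as inactive show a strong effect at the top dose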
Target sequence (P00811 whole entry, looked up): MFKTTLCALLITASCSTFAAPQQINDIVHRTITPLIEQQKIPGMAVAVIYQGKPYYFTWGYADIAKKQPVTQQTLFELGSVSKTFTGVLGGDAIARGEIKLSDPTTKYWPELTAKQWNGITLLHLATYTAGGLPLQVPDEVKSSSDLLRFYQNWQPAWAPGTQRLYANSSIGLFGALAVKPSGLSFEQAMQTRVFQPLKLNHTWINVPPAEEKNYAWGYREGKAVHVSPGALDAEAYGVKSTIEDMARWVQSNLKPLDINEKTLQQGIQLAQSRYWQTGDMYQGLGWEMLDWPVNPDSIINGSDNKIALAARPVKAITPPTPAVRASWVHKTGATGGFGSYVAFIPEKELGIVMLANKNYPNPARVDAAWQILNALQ
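20 mM phosphate pH 7.0 + 0.01% (detergent screen) or 0.0001% Triton X-100; 5.3 nM AmpC reagent; cpd preinc 15 min RT; nitrocefin (800 uM stock) to start; A480 q20 s × 4 min; Activity was normalised to no-enzyme and no-compound control wells.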
* = called active by the depositor; ? = inconclusive; nt = no result given; & = joins results of further samples; ! = a repeat was not active; [ ] = dose if it differs, or a comment. Unless noted, calls follow the shape of the dose curve; as a rule, active = well fitted curve in the direction sought with a large enough effect; inconclusive = small, poorly fitted or top-dose-only effect, or another doubt; inactive = no such curve, though single readings can be large; an effect the other way counts as inactive or inconclusive. Unless noted, % is scaled to controls: 0 for no effect and ±100 for the full control effect.

SMILES | HCV inhibitor | Giardia FBPA inh | AMA1-RON2 inh | HCMV antiviral | Sm TGR block | AmpC inh detg
CCCN1CCN(CCCNC(=O)Cn2ncc3c4ccccc4n(C)c3c2=O)CC1 | -1% | 1% | 0% | -5 | 1% | 2%
COCCn1c(C)cc(C(=O)COc2cccnc2[N+](=O)[O-])c1C | -2% | ? | -9% | -84* | ? | 8%
Cc1ccc(C)c2[nH]c(=O)c(CN(CC3CCCO3)S(=O)(=O)c3ccc4c(c3)OCCO4)cc12 (centres undefined) | ? | -2% | -6% | -35 | -6% | 3%
Cc1cc(C)c2c(n1)nn1c(NCCCn3ccnc3)cc(C)nc21 | 4% | 7% | nt | nt | 11% | 1%
CCCc1cc(=O)[nH]c(SCC(=O)c2cc(C)n(CC3CCCO3)c2C)n1 (centres undefined) | ? | nt | -4% | 0 | nt | nt
CCOC(=O)c1cc(-c2ccccc2)nn1CC1CC(c2ccc(OC)cc2)=NO1 (centres undefined) | ? | nt | 40%[activator] | -11 | nt | nt
NC(N)=NCCC[C@H](NC(=O)OCc1ccccc1)C(=O)O | 2%[8.37 µM] | 4% | -17% | 1 | 2% | -3%
O=C(CN1CCCCCC1)NCC1CCCO1 (centres undefined) | 19% | ? | -18% | 10 | 0% | -6%
Cc1cc(F)ccc1S(=O)(=O)N1CCC2(CC1)OCCN2S(=O)(=O)c1cccs1 | ? | nt | -5% | 43 | 3% | ?
O=C(NC12CC3CC(CC(C3)C1)C2)c1cncc(Br)c1 | -9% | 2% | 12% | ? | 10% | -8%
CC1CCC(C(=O)NNC(=O)c2cc(-c3ccco3)[nH]n2)CC1 (centres undefined) | ? | -8% | 39%[activator] | 0 | -5% | 8%
Cc1ccc(-c2nn3c(C)nnc3s2)cc1NC(=O)c1ccc(-c2ccc(Cl)cc2Cl)o1 | ? | -24% | -9% | -74* | ? | ?
CCOC(=O)c1ccc2ncc3c(-c4ccccc4)nn(-c4ccc(F)c(Cl)c4)c3c2c1 | nt | nt | nt | 1 | 3% | 1%
CCOc1ccccc1NC(=O)c1nn(-c2ccc(OC)cc2)c(=O)c2c1c1ccccc1n2C | nt | nt | nt | 2 | -2% | 2%
O=C(Cn1c(=O)oc2cc(S(=O)(=O)N3CCCC3)ccc21)NCc1ccc(F)cc1 | 3% | -1% | 8% | -70*! | 1%&3% | 16%
CC(C(=O)NC1C=CS(=O)(=O)C1)N1C(=O)/C(=C\c2ccccc2)SC1=S (centres undefined) | 3% | -4% | 22% | ? | 1% | 4%
COc1cccc(NC(=O)COC(=O)c2ccc3ccccc3n2)c1 | 9% | nt | -7% | 78 | nt | nt
Cc1ccc(S(=O)(=O)N(C)c2ccc3c(ncn3C)c2[N+](=O)[O-])cc1 | 1% | nt | 7% | -11 | -1% | ?
CCN(CC)C(=O)C1CCCN(c2ccc([N+](=O)[O-])cc2/C=N/NC(=O)c2ccccc2)C1 (centres undefined) | ? | 3% | 33%[activator] | -31 | -2% | -11%
COc1ccc(-c2cc(=O)oc3c(C)c(OC(C)C(=O)N4C[C@H]5C[C@@H](C4)c4cccc(=O)n4C5)ccc23)cc1 (some centres undefined) | ? | -2% | 3% | -23 | -31% | ?
CCOc1ccc(C(NC(=O)c2ccco2)c2ccc(OC)c(OC)c2)cc1 (centres undefined) | 4% | 15% | -1% | 56 | 8% | 5%
O=C(c1ccc([N+](=O)[O-])cc1[N+](=O)[O-])N1CCc2ccccc21 | ? | -15% | -5% | 3 | -10% | 1%
COc1ccccc1OCc1ccc(C(=O)Nc2ccccc2F)cc1 | 0% | 0% | -11% | -8 | 1% | -2%
O=C1c2ccccc2C(=O)N1S(=O)(=O)c1ccccc1 | 12% | nt | -2% | 38 | 4% | 0%
CC1(C)Cc2c(c(N3CCOCC3)nc3sc4c(NCc5ccccc5)nnnc4c23)CS1 | -21% | -10% | -2% | ? | -16% | ?
Cc1c(Nc2ccc(C=O)cc2)c(=O)n(-c2ccccc2)n1C | -4% | -2% | -10% | 1 | -1% | 1%
CCc1nnc(NC(=O)CCN2C(=O)c3ccccc3C2=O)s1 | 21% | 5% | 0% | 6 | -1% | 8%
COc1cc2c(cc1OC)CN(C(=O)CCN1C(=O)C3CCCCC3C1=O)CC2 (centres undefined) | 14% | 0% | 0% | 0 | 11% | 0%
O=C(CCCCCCCC(=O)NCC1CCCO1)NCC1CCCO1 (centres undefined) | -1% | 1% | 0% | -18 | -6% | ?
CCC(C)(C)NC(=O)c1ccc2c(c1)N(CC(=O)N1CCCC1)C(=O)C(C)(C)O2 | 8% | 4% | 3% | 21 | -17% | ?
Cc1cc(C(=O)COC(=O)c2ccc(NC(=O)CC#N)cc2)c(C)n1C1CC1 | ? | nt | 2% | ? | 0% | -22%
CCCCCCSc1cc(-c2nc3ccc(C)cn3c2NCc2ccccc2)ccc1OC | -16%[8.37 µM] | nt | 35%&5%[activator] | 54 | 4% | -3%
Cc1ccc[n+](CC(=O)Nc2ccc(N(C)C)cc2)c1 | 10% | -22% | -16% | 94 | 10% | -11%
COC(=O)CCC(=O)OC1(C)C(=O)C=C2C=C(C3CC3)N(c3ccccc3)C=C2C1=O (centres undefined) | 10%[8.37 µM] | ? | 14% | -17 | -19% | 3%
Cc1cccnc1NC(=O)c1ccc(Cl)c(S(=O)(=O)N2CCCCC2)c1 | 3% | nt | 16% | -40 | -3% | 2%
Cc1ccc(S(=O)(=O)NCc2cccnc2)cc1C | 3% | 4% | 16% | -86* | -8% | -20%
CCCCCCCCCCn1ccc(=N)cc1 | 22µM* | 2% | 10% | -100* | 11% | -1%
COc1ccc(CC(CC(=O)O)C(=O)Nc2ccc(OC)cc2)cc1 (centres undefined) | 12% | -2% | 8% | 14 | 14% | -1%
CC1CN(CCC(=O)Nc2ccc3c(c2)OCO3)CC(C)O1 (centres undefined) | 3% | -23% | ? | 15 | 0% | ?
CCCCCCCCCC[N+](C)(C)CC/C=C1/c2ccccc2Sc2ccc(Cl)cc21 | ? | 0% | -15% | nt | 18µM* | -15%
CC(C)[C@H](NC(=O)c1ccccc1)C(=O)OCC(=O)NCCc1ccc(F)cc1 | -14% | 8% | 7% | 23 | 1% | -6%
CCOc1ccc(CNC(=O)Cn2ncc3c(=O)oc4ccc(C)cc4c32)cc1 | nt | nt | nt | 3 | -1% | -8%
COc1ccccc1CNS(=O)(=O)c1cc(C(=O)NCc2ccccn2)c(Cl)cc1Cl | -7% | nt | -12% | -27 | -8% | ?
CN(C1=NC(=O)C(CC(=O)Nc2ccc(Br)cc2)S1)c1ccc(O)cc1 (centres undefined) | ? | 8% | 17% | -34 | -18% | 0%
O=C(NCCc1ccccc1)C1CCN(C(=O)Nc2ccccc2)CC1 | 6%[8.37 µM] | nt | 5% | 4 | 1% | ?
CCN(CC)C(=O)c1sc2c(c1C)c(=O)n(-c1ccc(C)c(C)c1)c(=O)n2CC(=O)NCC1CCCO1 (centres undefined) | -28% | -4% | -4% | -7 | -25% | 0%
CC(Oc1ccc2c3c(c(=O)oc2c1)CCCC3)C(=O)NCCCn1ccnc1 (centres undefined) | 8% | -10% | -7% | -39 | 3% | 4%
CCC(C)n1c(SCc2c(F)cccc2Cl)nc2ccsc2c1=O (centres undefined) | nt | nt | nt | ? | -3% | 12%

Gathered by group, the entries above containing an NH in an aromatic ring (three)
SMILES | HCV inhibitor | Giardia FBPA inh | AMA1-RON2 inh | HCMV antiviral | Sm TGR block | AmpC inh detg
Cc1ccc(C)c2[nH]c(=O)c(CN(CC3CCCO3)S(=O)(=O)c3ccc4c(c3)OCCO4)cc12 (centres undefined) | ? | -2% | -6% | -35 | -6% | 3%
CCCc1cc(=O)[nH]c(SCC(=O)c2cc(C)n(CC3CCCO3)c2C)n1 (centres undefined) | ? | nt | -4% | 0 | nt | nt
CC1CCC(C(=O)NNC(=O)c2cc(-c3ccco3)[nH]n2)CC1 (centres undefined) | ? | -8% | 39%[activator] | 0 | -5% | 8%

The list goes on:
SMILES | HCV inhibitor | Giardia FBPA inh | AMA1-RON2 inh | HCMV antiviral | Sm TGR block | AmpC inh detg
CCc1ccc(-n2nc(C)c3c(C(=O)Nc4cc(C)ccc4C)cc(C)nc32)cc1 | nt | nt | nt | 3 | 0% | -8%
Cc1ccc(C(=O)Oc2coc(CSc3nnc(NC(=O)C4CC4)s3)cc2=O)cc1 | 21% | 6% | 10% | 45 | 2% | -4%
CC(C)(O)C#Cc1ccc(CN2CCN(Cc3ccsc3)C(CCO)C2)cc1 (centres undefined) | -7% | 0% | -5% | -29 | 1%[57.1 µM] | 3%
O=C(Cc1c(Cl)cccc1Cl)OCC(=O)N1CCN(C(=O)c2ccco2)CC1 | 7% | 0% | 8% | -30 | -34% | -11%
Cn1c(=O)c2c(nc(SCCN3CCOCC3)n2C)n(C)c1=O | 0% | -12% | 4% | 27 | 4% | -22%
O=C(CSc1nnc(-c2ccco2)o1)Nc1c(F)cccc1F | 17% | nt | 14% | -5 | -18% | 12%
CCn1c(-c2cccs2)nc2ccccc21 | -28% | -16% | -1% | -25 | -3% | -1%
COc1cccc([C@@H]2Oc3ccc(Br)cc3C(=O)[C@H]2OC(=O)NC2CCCC2)c1 | -28%[8.37 µM] | -2%&-1% | -13% | nt | 2% | -12%
C/C(N)=C(/C#N)C(=O)COC(=O)c1ccccc1C(=O)c1ccc(C)cc1 | 11% | -19% | -5% | -18 | -1% | 1%
COc1cccc(CNC(=O)C2CCC(CNS(=O)(=O)c3ccc(Br)s3)CC2)c1 (centres undefined) | nt | nt | nt | -16 | -1% | 11%
COc1ccccc1CNC(=O)[C@H](C)NC(=O)C1CCN(C(=O)[C@@H](N)CC(C)C)CC1 | 10% | ? | -2% | -4 | 0% | ?
COCCCNC(=O)Cn1c(=O)oc2cc(S(=O)(=O)N3CC(C)CC(C)C3)ccc21 (centres undefined) | -6% | 2% | -1% | -7 | -16% | -8%

Only AMA1-RON2 inh and AmpC inh detg, for some of the entries so far:
Structure | AMA1-RON2 inh | AmpC inh detg
COc1ccccc1CNC(=O)[C@H](C)NC(=O)C1CCN(C(=O)[C@@H](N)CC(C)C)CC1 | -2% | ?
COc1cccc([C@@H]2Oc3ccc(Br)cc3C(=O)[C@H]2OC(=O)NC2CCCC2)c1 | -13% | -12%
COCCCNC(=O)Cn1c(=O)oc2cc(S(=O)(=O)N3CC(C)CC(C)C3)ccc21 (centres undefined) | -1% | -8%

Continuation:
SMILES | HCV inhibitor | Giardia FBPA inh | AMA1-RON2 inh | HCMV antiviral | Sm TGR block | AmpC inh detg
Cc1ccc(-n2c(SCC(=O)Nc3cccc(S(=O)(=O)NC4=NCCCCC4)c3)nc3ccccc3c2=O)cc1C | 23% | 4% | -6% | -31 | -1% | -14%
O=C(N1CCN(Cc2ccccc2)CC1)C12CC3CC(CC(C3)C1)C2 | 20% | 2% | 29% | -21 | -5% | 4%
Cc1ccc(S(=O)(=O)N2CCN(c3ccc(C(=O)N4CCOCC4)cc3[N+](=O)[O-])CC2)cc1 | -11% | -7% | 5% | ? | 2% | -7%
COc1cc(C)ccc1OCCSc1nc2ccc(NC(=O)c3ccc(C)cc3)cc2s1 | nt | nt | nt | 24 | 0% | 17%
O=C1CN(C(=O)COc2ccc(Cl)cc2)C(c2ccccc2)c2cc(Br)ccc2N1 (centres undefined) | nt | nt | nt | 2 | 3% | 11%

Compound activity deposited in PubChem by National Center for Advancing Translational Sciences (NCATS).
